Compound activity: PubChem BioAssay, National Center for Advancing Translational Sciences (NCATS)
S3 lipid droplet: qHTS Assay for Lipid Storage Modulators in Drosophila S3 Cells. Drosophila S3 cells, BODIPY lipid droplet fluorescence, 18-24 h; cells fed with added oleic acid. lipid storage change, negative = inhibition, % at the top dose, mostly 46.1 µM; hits show Potency in µM. 320,000 compounds, 0.64% hits. AID 2685, 2010; active = well fitted inhibition curve with a large enough effect in the signal ratio, with a control signal flat, not every such curve was filed as active; inconclusive = small, poorly fitted or top-dose-only effect, or effect the other way, or a change in a side signal; the % refers to the signal ratio
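Laser-scanning cytometry quantifies lipid droplet accumulation (500–530 nm total intensity; droplet/cell object ratio) in oleic acid-fed (400 uM added) Drosophila S3 cells treated with a concentration series. 20 uM Triacsin C defined 100% inhibition.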
S3 lipid droplet cell count max: also measured in S3 lipid droplet; calls as there; cell number change, %; measured here: cell count max response;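 cells counted by Cell Tracker Red CMTPX staining in the red channel; peak over a dose series mostly up to 46.1 µM; percent activity relative to internal control wells on each plate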
Numbers without * were called inactive; i = inactive; ? = inconclusive; . = no result given. % is set by controls: 0 for no effect and ±100 for the full control effect; potency is the fitted concentration of half-maximal effect.

#	canonical_smiles	S3 lipid droplet	S3 lipid droplet cell count max
1	O=C(N/N=C/c1ccc(F)cc1)c1cc[n+]([O-])cc1	?	.
2	Cc1c[n+]([O-])n(-c2ccc(C(=O)O)cc2)n1	?	.
3	CCC(C)(C)n1nnnc1C(c1cc2cc(C)ccc2[nH]c1=O)N1CCCC1 (stereo not given)	?	.
4	COc1cccc(CSc2nnc(-c3ccco3)n2C)c1	?	.
5	Cc1cc(N2CCN(C)CC2)n2nc(-c3ccc(Cl)cc3)nc2n1	?	.
6	Cn1c(COc2ccc(Br)cc2)nnc1SC1CCc2ccccc2C1=O (stereo not given)	-15.8%	-6.8
7	Cc1nn(C)cc1CNC(=O)c1cccc(F)c1	?	.
8	CCCCN(CCCC)S(=O)(=O)c1ccc(NC(=O)Cc2cccs2)cc1	?	.
9	Cc1ccc(S(=O)(=O)CCSc2nc(C)cc(C)c2C#N)cc1	?	.
10	Cc1cc(=O)oc2c3c(cc(OCC(=O)NCCN4CCOCC4)c12)OC(C)(C)CC3	5.0%	8.2
11	Cn1cc(CNCc2ccccc2OCC(O)CN2CCc3ccccc3C2)cn1 (stereo not given)	20.2%	0.9
12	N=C1C(c2nc3ccccc3s2)=C(O)CN1c1ccccc1	-19.1%	.
13	COc1cc2ccccc2cc1C(=O)Nc1ccccc1C	?	.
14	O=C(Nc1ccc(Cl)cc1)N1CCSc2ccccc21	?	.
15	Cc1cccc(OCC(=O)N(C)CCc2ccccn2)c1	?	.
16	CCOC(=O)N1CCN(c2c(-c3ccccc3)c3cc(Cl)ccc3[nH]c2=O)CC1	-21.0%	10.9
17	COc1ccc(CNC(=O)c2csc(Cc3ccc(Cl)cc3)n2)cc1	-2.7%	11.5
18	COc1ccc(CNC(N)=O)cc1OC	?	.
19	NCCCn1c(C(=O)c2cc(Cl)c(N)c(Cl)c2)c2ccc([N+](=O)[O-])cc2[n+]1[O-]	?	.
20	CCOc1ccc2nc(NC(=O)c3ccc(OCC4CCCO4)cc3)sc2c1 (stereo not given)	?	.

Of the compounds above, these have an aryl thioether with sulfur outside any ring:
#	canonical_smiles	S3 lipid droplet	S3 lipid droplet cell count max
4	COc1cccc(CSc2nnc(-c3ccco3)n2C)c1	?	.
6	Cn1c(COc2ccc(Br)cc2)nnc1SC1CCc2ccccc2C1=O (stereo not given)	-15.8%	-6.8
9	Cc1ccc(S(=O)(=O)CCSc2nc(C)cc(C)c2C#N)cc1	?	.

(further entries)
#	canonical_smiles	S3 lipid droplet	S3 lipid droplet cell count max
21	CCOc1ccc(CNC(=O)c2ccccc2NC(=O)C2=CSCCO2)cc1	i	.
22	O=C1C=C(c2cccc(CO)c2)C[C@@H](c2ccc(Cl)cc2)C1	?	.
23	CCN(C(=O)COC(=O)/C(C#N)=C/c1ccc(OC)cc1)C1CCS(=O)(=O)C1 (stereo not given)	-0.4%	3.0
24	COC(=O)c1nnn(-c2nonc2N)c1CSc1nc2ccccc2o1	3.9%	6.9
25	O=C(Nc1nnc(-c2ccc(F)cc2)s1)C1CCN(S(=O)(=O)c2ccc(Cl)cc2)CC1	-3.5%	4.4
26	CN(C)CCOC(=O)c1ccc(COc2ccccc2Br)o1	?	.
27	N#Cc1nc(-c2ccc(OCc3ccc(Cl)cc3)cc2)oc1NCc1cccnc1	?	.
28	Cc1nc(-c2ccccn2)nc(SCC(=O)c2ccccc2)c1Cl	?	.
29	CSCCNC(C)=O	?	.
30	Cc1ccc(-c2nnc(Nc3ccc(CC(N)=O)cc3)c3ccccc23)cc1S(=O)(=O)NCC1CCCO1 (stereo not given)	-14.7%	-10.8
31	CCOc1ccccc1/C=C(/NC(=O)c1ccccc1)C(=O)NCC(=O)O	5.3%	4.6
32	CSCCC1NC(=O)NC1=O (stereo not given)	?	.
33	Cc1nc(N2CCN(C(=O)c3ccco3)CC2)nc2c1C(=O)CC(C)C2 (stereo not given)	i	5.7
34	CN=c1sc2ccccc2n1CC(O)COc1ccccc1 (stereo not given)	9.2%	-15.2
35	Cc1ccc(-c2noc(-c3ccccc3Br)n2)cc1	14.2%	-8.3
36	Cc1oc(-c2ccccc2F)nc1CS(=O)(=O)CC(=O)N1CCN(c2ccccc2)CC1	?	.
37	CN(C)S(=O)(=O)c1ccc(Cl)c(NC(=O)COC(=O)c2ccc3c(c2)NC(=O)CS3)c1	-2.1%	10.7
38	COc1ccc(N(CC(=O)NCc2cccs2)S(=O)(=O)c2ccc(F)cc2)cc1	?	.
39	COC(=O)c1nc(NC(=O)C(C)(C)C)n[nH]1	?	.
40	COc1cccc2cc(C(=O)Nc3ccc(S(=O)(=O)NCC4CCCO4)cc3)c(=O)oc12 (stereo not given)	?	.
41	O=C(C1CCCCC1)N1CCN(c2ncccn2)CC1	-5.6%	1.1
42	O=C(Nc1cccc(Cl)c1N1CCCC1)c1cccc(-c2cc3ccccc3oc2=O)c1	?	.
43	O=C(CN1CCN(c2ccc(F)cc2)CC1)Nc1ccccc1[N+](=O)[O-]	5.7%	-6.3
44	O=C(COc1ccc(Cl)cc1)NCc1nnc(SCC(=O)Nc2ccccc2)o1	?	.
45	COc1ccc(S(=O)(=O)N(CC(=O)NN=C2CCN(C)CC2)c2cc(Cl)ccc2OC)cc1OC	?	.
46	CCCCCN(C(=O)CCC(=O)OCC(=O)Nc1cccc(CC)c1)c1c(N)n(CCCC)c(=O)[nH]c1=O	?	.
47	O=C(O)c1cnn(-c2ccccc2)c1C(F)(F)F	-12.1%	-4.4
48	O=C(COc1ccc(S(=O)(=O)N2CCOCC2)cc1)N1CCN(c2ccccc2)CC1	?	.
49	O=C(c1ccc(S(=O)(=O)NCC2CCCO2)cc1)N1CCN(c2ccccc2F)CC1 (stereo not given)	-4.6%	-15.2
50	CN(Cc1cc2ccccc2[nH]c1=O)S(=O)(=O)c1ccccc1	?	.
51	COCCn1c(C)nnc1SCC(=O)NNC(=O)c1ccc(Br)cc1	?	.
52	COc1cccc2sc(N(CCCN(C)C)C(=O)c3ccc(S(=O)(=O)N4CCc5ccccc5C4)cc3)nc12	0.6%	-2.2
53	O=C(CCN1CCN(CC(=O)Nc2ccccc2Cl)CC1)Nc1ccccc1F	11.7%	4.8
54	CCOc1c(Br)cc(/C=C2\N=C(C)OC2=O)cc1Br	?	.
55	CC(C)C(=O)c1cc2c(cc1NC(=O)c1ccccc1)OCCO2	9.4%	5.3
56	COc1cccc(-c2c(C(=O)N/N=C(\C)c3ccc(Cl)s3)nnn2-c2nonc2N)c1	?	.
57	O=C(O)c1ccc(CNc2ccccc2C(=O)O)cc1	?	.
58	COc1cccc(CNC(=O)CCS(=O)(=O)c2ccccc2Cl)c1	?	.
59	CCOc1ccccc1CNC(=O)CCc1cn(CC)c2ccccc12	i	-16.2
60	CCCCCOC(=O)C1=C(C)Nc2nnnn2C1c1ccccc1Cl (stereo not given)	?	.
61	COc1ccc(NC(=O)C(CC(=O)O)Cc2ccc(Br)cc2)cc1 (stereo not given)	?	.
62	COc1ccc(NC(=O)NNC(=O)c2ccc3ccccc3c2)cc1OC	?	.
63	COC(=O)[C@]1(C)N[C@H](c2ccc(-c3ccc(Cl)c(Cl)c3)c(OC)c2)[C@@H]2C(=O)N(C)C(=O)[C@@H]21	?	.
64	CC(C)Cc1nnc(NC(=O)CCC(=O)NC2CCCC2)s1	i	-19.3
65	CC(C)c1nnc(SCC(=O)N2CCN(C(=O)c3ccco3)CC2)n1N	?	.
66	CCCN(CC(=O)Nc1ccccc1C)CC(=O)Nc1ccc(Br)cc1F	?	.
67	Cc1ccc(OCC(=O)N(Cc2cccc(F)c2)C2CCS(=O)(=O)C2)cc1 (stereo not given)	i	23.1
68	Cc1nn(C2CCS(=O)(=O)C2)c(C)c1CN(C)C(=O)c1ccc(Cl)cc1 (stereo not given)	?	.
69	Cc1cc(C)n(C(=O)COc2c(C)cccc2C)n1	?	.
70	Cc1ccccc1Cn1cc(NC(=O)CSc2nc3c(c(C(F)(F)F)n2)CCc2ccccc2-3)cn1	-24.6%	6.9
71	CCOc1ccc(NC(=O)CN2C(=O)CCSc3ccc(S(=O)(=O)N4CCCC4)cc32)cc1	i	-20.4
72	O=C(CNC(=O)c1ccccc1Br)N/N=C/c1ccc(O)cc1	?	.
73	C=CCn1c(COc2cccc(C)c2)nnc1SCn1nnc2ccccc2c1=O	?	.
74	CC(O)CNCCCOc1cccc(Oc2ccccc2)c1 (stereo not given)	0.2%	-0.4
75	O=C(NCc1nc2ccccc2[nH]1)c1ccc(S(=O)(=O)N2CCOCC2)cc1	?	.
76	COc1ccc(NC(=O)CCC(=O)Nc2nnc(CC(C)C)s2)cc1Cl	?	.
77	Cc1ccc2cc(CCNC(=O)c3ccc(S(=O)(=O)N4CCOCC4)cc3)c(=O)[nH]c2c1	?	.
78	CCCCN=c1sc(C(=O)OC)cc(=O)n1CCCC	?	.
79	COC(=O)c1ccc(CSc2nnnn2C)o1	?	.
80	CSC[C@@H]1NC(=S)N(c2ccc(C)cc2)C1=O	9.1%	-10.5

Additional entries follow:
#	canonical_smiles	S3 lipid droplet	S3 lipid droplet cell count max
81	O=C(CCc1ccccc1)N1CCCC(Nc2ccc(F)cc2)C1 (stereo not given)	?	.
82	CCOC(=O)N1CCN(C(=O)CSc2nc(=O)n3cc(C)ccc3n2)CC1	i	.
83	Cc1cccc([C@@H](NC(=O)OC(C)(C)C)C(=O)OC(C)(C)C)c1	?	.
84	Cc1ccc[n+](CC(=O)Nc2ccc(Cl)c([N+](=O)[O-])c2)c1	-18.6%	-8.7
85	Cc1c(C(=O)N(Cc2ccco2)Cc2cccs2)oc2ccccc12	?	.
86	O=C(N/N=C/c1cccc(OC(=O)c2ccc([N+](=O)[O-])cc2)c1)c1cccnc1	?	.
87	CCOC(=O)c1c(S(=O)(=O)Nc2cccc(-c3ccno3)c2)c(C)n(C)c1C	-3.5%	-0.3
88	CCOc1ccc(Cn2nnc(C(=O)NCCc3ccccc3)c2N)cc1	-7.3%	-4.2
89	N/C(=N\OC(=O)C(c1ccccc1)c1ccccc1)c1ccccn1	-3.9%	-3.2
90	Cc1ccccc1NC(=O)C1CCN(C(=O)N2CCOc3ccccc32)CC1	?	.
91	O=C(COC(=O)c1ccc(N2CCCC2=O)cc1)NCc1ccco1	24.0%	1.4
92	CC(=O)OCC1=C(C(=O)O)N2C(=O)C(NC(=O)c3ccc(COc4cccc(Cl)c4Cl)o3)C2SC1 (stereo not given)	?	.
93	Cc1ccc(-c2csc(NC(=O)c3ccc(C)o3)n2)cc1	3.3%	.
94	O=c1cc(-c2ccc3c(c2)OCO3)oc2ccccc12	?	.
95	Cc1c(Cc2ccc3c(c2)OCO3)sc(NC(=O)c2ccc3ccccc3c2)c1C(N)=O	?	.
96	CCc1ccc(S(=O)(=O)/N=C2\C=C(Nc3cccc(C(=O)O)c3)C(=O)c3ccccc32)cc1	?	.
97	Cc1cccc(/C=N/NC(=O)c2ccc(NC(=O)c3ccccc3Cl)cc2)n1	?	.
98	CCOC(=O)CSc1ncnc2c1cnn2-c1ccc(Cl)cc1	0.184µM*	4.6*
99	O=C(Nc1ccccc1-c1ccccc1)C12CC3CC(CC(C3)C1)C2	-6.5%	-4.1
100	Cn1c(=O)c2sccc2n2c(CCCC(=O)NCc3cccnc3)nnc12	?	.
101	COc1ccccc1C(C)NS(=O)(=O)c1cccs1 (stereo not given)	?	.
102	N#Cc1cc2c(=O)n3ccccc3nc2n(-c2ccc(Cl)cc2)c1=O	-0.8%	.
103	CCc1ccc(CN2CCCC(C(=O)Nc3ccccc3-c3ccc(OC)cc3)C2)o1 (stereo not given)	?	.
104	CCOCc1nnc(NC(=O)C2c3ccccc3Oc3ccccc32)s1	i	-21.4
105	Cc1cccc(C(=O)NC(NCCc2ccccc2)C(Cl)(Cl)Cl)c1 (stereo not given)	?	.
106	CC(=O)c1cccc(NC(=S)N2CCCC2)c1	?	.
107	O=S(=O)(c1ccc(Br)cc1)N1CCN=C1SCc1cccc(F)c1	i	2.0
108	Cc1cc(C(F)(F)F)c2c(n1)sc1c(O)cc(=O)[nH]c12	?	.
109	Cc1ccc(S(=O)(=O)N2CCCC2CNC(=O)C(=O)Nc2ccccc2)cc1 (stereo not given)	7.9%	.
110	O=C(NCC(c1ccc(F)cc1)N1CCOCC1)c1cccc(Br)c1 (stereo not given)	?	.
111	CCN(C(=O)COC(=O)c1cccc(S(=O)(=O)NCc2ccccc2)c1)c1ccccc1	?	.
112	CCc1ccc(Nc2n[n+](-c3ccccc3)c(-c3ccc(OCc4ccccc4)cc3)s2)cc1	?	.
113	Cc1c(NC(=O)c2cc(=O)[nH]c(=O)[nH]2)c(=O)n(-c2ccccc2)n1C	?	.
114	CCOc1ccc(-c2nnc(Nc3ccc(OC)c(C(=O)N4CCCCC4)c3)c3ccccc23)cc1	?	.
115	CCn1nc(NS(=O)(=O)c2ccccc2)c2cc3ccc(C)cc3nc21	?	.
116	Cc1ccc(CNC(=O)c2sc3ccc(S(=O)(=O)N4CCCCC4)cc3c2N)cc1	?	.
117	Cc1ccc(C(=O)NC(C)c2ccccc2)cc1Br (stereo not given)	?	.

4 of the entries above in order of their number in S3 lipid droplet cell count max, ascending:
# | SMILES | S3 lipid droplet | S3 lipid droplet cell count max
99 | O=C(Nc1ccccc1-c1ccccc1)C12CC3CC(CC(C3)C1)C2 | -6.5% | -4.1
11 | Cn1cc(CNCc2ccccc2OCC(O)CN2CCc3ccccc3C2)cn1 (stereo not given) | 20.2% | 0.9
41 | O=C(C1CCCCC1)N1CCN(c2ncccn2)CC1 | -5.6% | 1.1
25 | O=C(Nc1nnc(-c2ccc(F)cc2)s1)C1CCN(S(=O)(=O)c2ccc(Cl)cc2)CC1 | -3.5% | 4.4

Only part of the results is shown; rates above refer to the full screens.
